Screening results from PubChem BioAssay.
LMPTP inh: LMPTP phosphatase inhibitors, primary screen, biochemical, fluorescence intensity, uHTS | Low molecular weight phosphotyrosine protein phosphatase (Homo sapiens), P24666 | recombinant LMPTP-A, OMFP fluorogenic substrate | inhibition, % at 20 µM | actives 0.22% (n = 360,000) | AID 651560, 2012;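 active means compounds that cut the enzyme signal by at least half of the control window in the single-dose screen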;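 further: plate controls were DMSO wells with enzyme plus substrate for no effect and substrate without enzyme for full effect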
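test system = LMPTP-A | amount = 0.625 nM LMPTP-A final | reagent = fluorogenic phosphatase substrate OMFP at 400 µM final | incubation = 50 min at room temperature | benchmarks = no-enzyme low control, uninhibited high control | medium = Bis-Tris pH 6.0, DTT, detergent | signal = fluorescence intensity of OMFP turnover product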
NadD inh: inhibitors of S. aureus NadD, primary screen, biochemical, colorimetric, uHTS; AID 602399, 2012; Nicotinate-nucleotide adenylyltransferase NadD (Staphylococcus aureus N315); purified NadD enzyme, colorimetric absorbance read-out; inhibition, % at 20 µM; actives 0.78% (n = 360,000); in the data active means inhibition above about 26%; further: some compounds past the cut are filed as inactive
DNMT1 inh: human DNMT1 methyltransferase inhibitors, primary screen, biochemical, molecular beacon, fluorescence, HinP1I cleavage, uHTS; DNA (cytosine-5)-methyltransferase 1 (Homo sapiens), P26358; inhibition (reported as % activation of signal), % at 10 µM; actives 0.83% (n = 360,000); in the data active means inhibition above about 50%
Neddyl block: inhibitors of cullin neddylation, primary screen, biochemical, TR-FRET, uHTS, NAE and Ubc12; NEDD8-conjugating enzyme Ubc12 (Homo sapiens) + NEDD8-activating enzyme E1 regulatory …; calls only at 25 µM; actives 0.58% (n = 360,000); in the data active means inhibition above about 36%
Scp-1 inhibitor: Scp-1 phosphatase inhibitors, primary screen, biochemical, colorimetric, uHTS; Recombinant Scp1, phosphopeptide, malachite green phosphate absorbance; inhibition, % at 20 µM; actives 0.88% (n = 340,000); AID 493091, 2011;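 active means inhibition above about 50% at 20 µM, limit read from the data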;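 further: plate controls were DMSO wells with enzyme for no effect and wells lacking enzyme for full effect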
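System: truncated SCP-1 phosphatase (76-261aa); medium: Tris acetate buffer pH 5.5 with MgCl2 and Tween-20; incubation: 45 min room-temperature reaction, 5 min colour, 30 min stabiliser; compound: single 20 µM dose, 1% DMSO; reagent: Phosphorylated 17-residue peptide substrate; read-out: % inhibition at 20 µM; technique: colorimetric free-phosphate detection, absorbance 630 nm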
Rin1 Abl inh: inhibitors of Rin1-Abl protein binding, primary screen, biochemical, TR-FRET; Tyrosine-protein kinase ABL1 (Homo sapiens) + Ras and Rab interactor 1 (Homo sapiens), …; inhibition, % at 7.35 µM; actives 0.4% (n = 360,000); AID 588664, 2011; in the data active means inhibition above about 5%, passing the limit was not always enough
STEP inh: STEP phosphatase inhibitors, primary screen, biochemical, fluorescence intensity, uHTS; AID 588621, 2011; Tyrosine-protein phosphatase non-receptor type 5 (Homo sapiens), P54829; actives 0.25% (n = 360,000); recombinant STEP, OMFP fluorogenic substrate; inhibition, % at 20 µM;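 active means inhibition at 20 µM, scaled per plate between control wells, above about 37%, limit read from the data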;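 further: 0% = DMSO with enzyme and substrate and 100% = substrate only without enzyme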
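material = STEP tyrosine phosphatase | reagent = fluorogenic phosphatase substrate OMFP at 25 µM final | doses = single compound dose of 20 µM, 1% DMSO final | schedule = 20 min reaction, room temperature, in the dark | measured by = fluorescence, 480/540 nm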
SUMO1-SIM PPI: modulators of SUMO1 protein-protein interactions, primary screen, biochemical, uHTS | SUMO1 binding to a labelled peptide, TR-FRET, 1 h | inhibition, % at 20 µM | actives 0.33% (n = 360,000) | AID 602429, 2012; in the data active means inhibition above about 37%
CSN deneddyl inh: inhibitors of CSN-mediated cullin deneddylation, primary screen, biochemical, fluorescence polarization, uHTS | inhibition, % at 12.5 µM | COP9 signalosome complex subunit 5 (Homo sapiens), Q92905 | Purified CSN, SCF-Nedd8-OG deneddylation | actives 0.38% (n = 360,000);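 active means pattern-corrected inhibition above about 35%, with an unprinted fluorescence ratio check between 0.5 and 1.5, limit read from the data, passing the limit was not always enough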;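 further: 0% = enzyme with substrate and 100% = substrate without enzyme; some results filed as inactive read as strong as hits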
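Assay system: HEK293T-derived human Csn5 enzyme; quantity: 0.24 nM enzyme; medium: Tris/NaCl/DTT buffer, pH 7.5; also added: substrate SCFSkp2-Nedd8OG, 10 nM; doses: 12.5 µM compound; schedule: 90 min reaction at room temperature; signal: FP; read-out: % inhibition of substrate cleavage by Csn5; benchmarks: substrate-only high control, full reaction low control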
Rpn11 block: Rpn11 (PSMD14) deubiquitinase inhibitors, primary screen, biochemical, fluorescence polarization, uHTS; calls only at 20 µM; actives 0.59% (n = 360,000); human 26S proteasome, Ub4-pepOG fluorescence polarization; 20S core pre-blocked with epoxomicin; AID 588493, 2011;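 active means inhibition at 20 µM, scaled to each plate's controls, above about 33%, limit read from the data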
Numbers without * were called inactive; i = inactive; nt = no result given; + = active, no number. Random draw from the library. Share with any hit: about 3.8%.

No.	Structure	LMPTP inh	NadD inh	DNMT1 inh	Neddyl block	Scp-1 inhibitor	Rin1 Abl inh	STEP inh	SUMO1-SIM PPI	CSN deneddyl inh	Rpn11 block
1	Cc1ccc(C(=O)NCCCNC(=O)c2cccnc2)cc1	-0.5	0	0	i	4	-2	0	-2	5	i
2	CC(C)CCNC(=O)c1c(CSc2ccccc2)noc1C(=O)NCc1ccccc1	3.0	-8	3	i	-7	0	-2	1	-1	i
3	CC(C)(C)c1csc(NC(=O)Cn2cnc3ccccc3c2=O)n1	-0.9	-1	-5	i	-4	3	3	37	-2	i
4	CCc1nc(N2CCN(C(=O)c3ccccc3)CC2)c2c3c(sc2n1)CCCC3	3.2	2	0	i	7	1	3	0	-6	i
5	COc1cc2c(cc1OC)C1=C(C#N)COCN1CC2	0.4	-3	-4	+	-7	0	9	0	-2	i
6	O=C(c1cc(-c2ccncc2)nc2ccccc12)N1CCN(c2ccccc2O)CC1	1.3	6	-12	i	4	0	-4	-9	0	i
7	Cc1cc(C)nc(SCC(=O)Nc2ncc(Cc3cccc(Cl)c3)s2)n1	0.4	-2	7	i	-2	2	2	4	3	i
8	O=S(=O)(Nc1ccc(-c2ccc(NS(=O)(=O)c3ccccc3)cc2)cc1)c1ccccc1	3.1	11	-15	i	-5	-1	-2	2	0	i
9	COc1cc(C)ccc1Oc1ncnc(N)c1[N+](=O)[O-]	-0.7	-6	-3	i	2	2	-1	-22	-1	i
10	CCCCS(=O)CC(O)COCC (stereo not drawn)	-2.2	1	-1	i	-11	-1	-2	-3	-2	i
11	CN1CCN(c2oc(-c3ccccc3F)nc2S(=O)(=O)c2ccc(Cl)cc2)CC1	-1.9	-10	0	i	2	-7	-3	1	-3	i
12	CCC(=O)Nc1cc2c3c(c1)CCC(=O)N3CCC2	-1.5	2	1	i	-8	-2	2	-4	-3	i
13	Fc1ccc(/C=N/Nc2nccnc2Cl)cc1	-0.4	-2	1	i	-4	-1	0	-15	6	i
14	COc1ccc(OC)c(S(=O)(=O)N2CCC(C(=O)NCC3CCCO3)CC2)c1 (stereo not drawn)	-2.0	-23	3	i	92*	2	-2	11	-3	i
15	Cc1ccc(N=C/C(C(=O)C(F)(F)F)=C(\O)c2cccs2)cc1	0.4	-2	-4	i	-6	-1	1	-14	3	i
16	O=C(COc1ccccc1)Nc1ccc(CSc2ccccc2)cc1	-0.3	15	7	i	-5	-2	1	2	1	i
17	COc1ccc(CNC(=O)[C@H](NC(=O)C2CCN(C(=O)[C@@H](N)CCSC)CC2)C(C)C)cc1	-2.3	3	-2	i	-1	-1	-1	1	-6	i
18	CCOC(=O)c1nc2nc(C)c(Cl)c(=O)n2[nH]1	-2.2	3	5	i	1	2	-5	-2	-1	i
19	Cc1cccc(OCC(=O)NCc2nc(-c3ccccc3)no2)c1	1.6	4	0	i	-8	1	1	4	3	i
20	COC(=O)[C@H](Cc1ccccc1)NC(=O)NCc1ccc(C)cc1	-0.4	-5	3	i	-1	2	-1	2	-5	i
21	COc1ccc(-c2csc(NC(=O)CN3C(=O)CCC3=O)n2)c(OC)c1	-0.4	-3	4	i	-3	-1	-2	-8	-12	i
22	COc1ccc(N(CC(O)Cn2c3ccccc3c3ccccc32)S(=O)(=O)c2ccccc2)cc1 (stereo not drawn)	2.9	5	-10	i	12	1	-2	-3	-1	i
23	CCn1c(SCC(=O)N(Cc2ccccc2)C2CCS(=O)(=O)C2)nc2ccccc2c1=O (stereo not drawn)	-1.5	1	2	i	-10	6	-1	1	4	i
24	Cc1ccc(NC(=O)c2ccc(NCCc3ccccc3)c([N+](=O)[O-])c2)cc1F	4.4	3	4	i	-13	-1	-1	-15	118	nt
25	Cc1onc(-c2ccccc2)c1C(=O)Nc1ccc(C(=O)N2CCCCC2)cc1	0.2	4	-2	i	-15	1	2	3	1	i

An excerpt from above with just Scp-1 inhibitor:
no.	compound	Scp-1 inhibitor
5	COc1cc2c(cc1OC)C1=C(C#N)COCN1CC2	-7
24	Cc1ccc(NC(=O)c2ccc(NCCc3ccccc3)c([N+](=O)[O-])c2)cc1F	-13

More compounds follow.
No.	Structure	LMPTP inh	NadD inh	DNMT1 inh	Neddyl block	Scp-1 inhibitor	Rin1 Abl inh	STEP inh	SUMO1-SIM PPI	CSN deneddyl inh	Rpn11 block
26	O=C(NCCCN1CCCC1=O)C(=O)NCC1OCCN1S(=O)(=O)c1cc(F)ccc1F (stereo not drawn)	-0.4	0	-2	i	nt	0	0	-8	5	i
27	CC(=O)c1c(C)nc2cc(Cl)ccc2c1N	0.1	-2	2	i	0	-3	-7	0	3	i
28	O=S(=O)(NCC1CCCO1)c1cc(Cl)ccc1Br (stereo not drawn)	-0.9	1	-1	i	3	5	0	-3	4	i
29	CC[C@]12c3[nH]c4cc(CCC(=O)N(C)C)ccc4c3CCN1C(=O)[C@@H](CC(=O)NC/C=C(\C)CCC=C(C)C)C[C@@H]2C(=O)N1CCN(C(=O)c2ccco2)CC1	0.0	-2	-7	i	1	2	1	-3	-6	i
30	O=C(NCCCN1CCCCC1)C1CCN(S(=O)(=O)N2CCC3(CC2)OCCO3)CC1	-2.0	-7	1	i	-2	2	0	-1	1	i
31	COc1ccc(OC)c(S(=O)(=O)N2CCN(C(=O)c3ccco3)CC2)c1	1.1	2	4	i	-3	4	-1	3	3	i
32	O=C(CCC1CCCN(C(=O)Cc2cccc(F)c2)C1)N1CCN(c2ccccn2)CC1 (stereo not drawn)	0.2	4	-2	i	-5	1	1	3	1	i
33	CS(=O)(=O)N1CCc2cc(S(=O)(=O)NCCNS(=O)(=O)c3ccc4c(c3)CCN4S(C)(=O)=O)ccc21	1.1	2	9	i	-3	2	-2	2	-5	i
34	CC(=O)c1ccc(N(CC(=O)NC2CCCCC2)C(=O)c2csnn2)cc1	-0.3	-8	2	i	1	-1	-1	2	-4	i
35	CCOC(=O)CCNC(=O)N1CCCC(C(=O)c2ccccc2SC)C1 (stereo not drawn)	-1.2	-3	1	i	12	0	-3	1	2	i
36	CC(=O)Nc1cc(-c2ccc(CO)cc2)cn2c(-c3cccc(C(F)(F)F)c3)cnc12	1.2	1	-8	i	nt	-1	-2	-19	8	i
37	Cc1cc(C)n2nc(SCc3ccc(F)cc3Cl)nc2n1	0.1	-18	0	i	-7	-1	3	2	2	i
38	Cc1cc2cc(C)c3nnc(SCC(=O)Nc4ccc(S(=O)(=O)N5CCCCC5)cc4)n3c2cc1C	0.5	14	56*	i	-1	-1	-2	2	-6	i
39	CCCn1c(C)cc(C(=O)CN2C(=O)c3cccc(N)c3C2=O)c1C	-0.4	-1	3	i	-5	-1	-3	-2	-3	i
40	Cc1cc(C)cc(OCCCOc2cccc3cccnc23)c1	3.3	-2	3	i	4	3	5	-11	0	i
41	CN(c1cccc(NC(=O)c2ccccc2N(Cc2ccccc2)S(C)(=O)=O)c1)S(C)(=O)=O	0.1	-1	0	i	-12	1	0	7	-2	i
42	COc1ccc(/C=C/C(=O)O)cc1S(=O)(=O)NCC1CCCO1 (stereo not drawn)	-2.2	-4	9	i	24	0	2	3	-4	i
43	Cc1ccc2c(c1)CCCN2C(=O)CSc1ccccc1	1.0	-10	1	i	-5	-1	0	2	3	i
44	CCc1cccc(NC(=O)CCCn2nc(CC)n3c(cc4occc43)c2=O)c1	8.6	8	-12	i	-9	-3	1	-1	4	i
45	CCOc1ccc(NC(=O)CCC(=O)NNC(=O)c2cccc([N+](=O)[O-])c2)cc1	-2.6	-6	4	i	-4	2	-2	-26	4	i
46	Cc1cc(NC(=O)c2ccc3c(c2)C(=O)N(Cc2cccnc2)C3=O)no1	1.2	0	1	i	3	-1	2	-26	3	i
47	CC(C)n1c(SCC(=O)Nc2ccc(F)cc2)nnc1C1CC1	-0.9	-4	2	i	12	2	0	0	-2	i
48	COc1cccc(Nc2ccc(Nc3cccc(OC)c3)nn2)c1	2.4	-3	-8	i	11	-4	-3	-3	2	i
49	CC1CCCCN1CC(O)COc1ccc(OCC(O)CN2CCCCC2C)cc1 (stereo not drawn)	1.9	-10	0	i	-10	-4	0	4	7	i
50	COc1ccc(CNC(=O)CSc2n[nH]c(N)n2)cc1OC	0.5	2	2	i	-2	1	0	1	5	i
51	Cc1ccc(NC(=O)COc2ccc(/C=N\NC(=O)c3cccnc3)cc2)cc1C	30	-9	3	+	73*	1	93*	38	158*	+
52	Cc1cc(C)cc(OCC(=O)O/N=C(\N)c2ccccn2)c1	1.2	0	-1	i	0	-4	0	1	-1	i
53	O=C(CN1CCN(S(=O)(=O)c2ccc(F)cc2)CC1)c1ccc(O)c(O)c1	66*	2	2	i	-2	-5	2	-2	-9	i
54	COc1cccc2c1Oc1ncccc1N(C(=O)CCC(=O)NCc1ccc(C)cc1)C2	-0.6	-4	-5	i	-7	7	3	4	0	i
55	CC1(C)COC(c2cccc([N+](=O)[O-])c2)OC1	-0.5	-3	-4	i	-10	0	-3	-30	3	i
56	O=C(c1ccc2c(c1)N(Cc1ccccc1)C(=O)CS2)N1CCOCC1	0.0	-4	1	i	3	1	0	-1	-2	i
57	CCc1nc(SCC(=O)NCC2CCCO2)c2oc3ccccc3c2n1 (stereo not drawn)	-0.5	0	3	i	3	-14	2	1	3	i
58	CC1CCN(C(=O)c2cc(-c3ccc(Cl)c(Cl)c3)on2)CC1	1.0	-4	2	i	-7	-2	-1	-1	-2	i
59	Cc1ccc(-n2c(C)nn(Cc3ccc([N+](=O)[O-])cc3)c2=O)cc1	-2.4	-6	0	i	-2	0	-3	-7	-4	i
60	O=S(=O)(NN=C1CCCCCCC1)c1ccc(Br)cc1	0.3	0	-2	i	13	-2	-4	-6	7	i
61	CC1(c2nnc(Cc3ccccc3)o2)CC(c2c(Cl)cccc2Cl)=NO1 (stereo not drawn)	0.2	-3	-1	i	-11	3	0	8	-6	i
